TDP1 cell CPT = DT40-hTDP1 cell growth loss with CPT. chicken DT40 Tdp1-/-;hTDP1 cells + 20 nM CPT, ATP luminescence, 48 h. Potency, µM (titrated, usually from 46.2 µM), for the others: at the top dose activity change, negative = growth inhibition, hits mostly inhibitors. 12% of 420,000 active. AID 686979; also: nearly all actives have a fitted effect of over 55% in size
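Cell growth measured by CellTiter-Glo luminescence after a minimum 48 h, 37 C compound exposure with 20 nM CPT in Tdp1-knockout DT40 cells stably expressing hTDP1, seeded 400/well; qHTS titration format.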
TDP1 cell noCPT = qHTS for Inhibitors of human tyrosyl-DNA phosphodiesterase 1 (TDP1): qHTS in cells in absence of CPT; DT40 Tdp1-/- hTDP1 cells, no CPT, ATP luminescence, 48 h; Potency, µM (highest dose often 46.2 µM), without a hit: at the top dose activity change, negative = growth inhibition, hits mostly inhibitors; 15% of 420,000 active; AID 686978, 2013; also: nearly all actives have a fitted effect of over 55% in size
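Compound effects on proliferation are scored in DT40 Tdp1-/-;hTDP1 cells in the absence of CPT. ATP levels (CellTiter-Glo luminescence) are recorded after a ≥48 hr, 37 °C incubation.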
TDP1 block = blocks human tyrosyl-DNA phosphodiesterase 1. Q9NUW8. recombinant TDP1, AlphaScreen DNA substrate cleavage. Potency, µM (series often up to 130 µM), without a hit: top-dose activity change, negative = inhibition, hits mostly inhibitors. 0.28% of 350,000 active; also: nearly all actives have a fitted effect of over 40% in size
Target sequence (Q9NUW8 whole entry, looked up): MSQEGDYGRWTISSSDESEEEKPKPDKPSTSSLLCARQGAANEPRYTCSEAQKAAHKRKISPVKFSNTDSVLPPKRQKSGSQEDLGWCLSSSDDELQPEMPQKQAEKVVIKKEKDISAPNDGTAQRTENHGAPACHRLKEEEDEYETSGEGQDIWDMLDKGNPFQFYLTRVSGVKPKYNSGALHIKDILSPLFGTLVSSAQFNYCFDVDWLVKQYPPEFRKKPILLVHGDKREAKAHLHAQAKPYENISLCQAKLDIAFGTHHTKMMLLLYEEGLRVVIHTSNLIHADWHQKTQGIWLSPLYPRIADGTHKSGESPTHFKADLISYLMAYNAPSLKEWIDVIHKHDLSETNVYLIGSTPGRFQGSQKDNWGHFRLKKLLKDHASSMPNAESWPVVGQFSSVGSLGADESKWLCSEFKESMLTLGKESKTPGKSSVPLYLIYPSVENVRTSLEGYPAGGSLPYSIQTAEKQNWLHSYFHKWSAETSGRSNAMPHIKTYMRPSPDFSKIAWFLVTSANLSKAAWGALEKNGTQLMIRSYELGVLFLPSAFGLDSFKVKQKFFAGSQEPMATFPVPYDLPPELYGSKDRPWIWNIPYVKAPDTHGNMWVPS
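Recombinant human Tdp1 (E. coli-expressed, 1 nM final) preincubated with compounds 15 min at room temperature, then 5'-biotin/3'-phosphotyrosine-FITC DNA substrate (15 nM final) added for 5 min. AlphaScreen beads (10 ug/ml final) added 10 min; cleavage lowers signal.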
* = called active by the depositor; ? = inconclusive; · = no result given; & = joins results of further samples; [ ] = another dose, or the depositor's remark. Calls follow the shape of the dose curve; as a rule, active = well fitted curve in the direction sought with a large enough effect; inconclusive = small, poorly fitted or top-dose-only effect, or another doubt; inactive = no such curve, though single readings can be large; an effect the other way counts as inactive or inconclusive. % is scaled to controls: 0 for no effect and ±100 for the full control effect; potency is read from the fitted curve at half-maximal effect.

Sequence of screens – TDP1 cell CPT	TDP1 cell noCPT	TDP1 block
> CC(=O)Oc1cc(OC(C)=O)c2c(c1)OC(c1ccc(OC(C)=O)c(OC(C)=O)c1)C(OC(C)=O)C2 (centres undefined)
    ?	?	12%&-8%[56.1 µM]
> CC(=O)Nc1ccc(S(=O)(=O)CCC#N)cc1
    -17%	-14%	2%[56.1 µM]
> Cc1ccc(NC(=O)c2ccc(CN3CC(=O)N4CCCCC4C3=O)cc2)c(Cl)c1 (centres undefined)
    ?	?	6%
> Cc1cc(-c2ccc(N3CCOCC3)cc2)nc2ccccc12
    21µM*	23µM*	-3%
> C=C1C(=O)OC2C=C(CO)CCC=C(CO)CC(OC(=O)C(C)C)C12 (centres undefined)
    2.9µM*	2.9µM*	·
> CC(=O)N1CCN(C(=O)Cn2c(=O)oc3ccccc32)CC1
    4%	1%	6%
> Cc1ccc(C)c(OCCC(=O)OCC(=O)c2c(N)n(C)c(=O)n(C)c2=O)c1
    -2%	-27%	·
> COc1cc(C)c(CNC2CCCCC2)cc1C
    -2%	-15%	-4%
> CCOC(=O)C1CCN(C(=O)c2ccc(N(C)S(C)(=O)=O)cc2)CC1
    1%	-1%	1%
> CSc1nnnn1-c1cccc(O)c1
    18%	-16%	7%
> O=C(CNC(=O)c1ccc(Cl)cc1)OCc1cc(=O)n2nc(C3CCCCC3)sc2n1
    -25%	-11%	5%
> CCSc1nnc2ccc(-c3ccc(C)cc3)nn12
    -15%	?	2%
> COc1ccc(NC(=O)CSc2nc(-c3ccc(OC)c(OC)c3)[nH]c2-c2ccc(C)cc2)cc1
    5.8µM*	?	10%
> Cc1ccc(CNC(=O)C2CCN(c3nnc(N4CCCC4=O)s3)CC2)cc1
    13%	-13%	·
> Nn1c(SCc2cn3cc(Cl)ccc3n2)nnc1-c1ccncc1
    -10%	-7%	5%
> COc1cc(OC)cc(C(=O)N2CCCC(n3cc(C(=O)NCC(C)C)nn3)C2)c1 (centres undefined)
    16%[9.04 µM]	-7%	·
> CC(C)[C@H](N)C(=O)NC[C@H](CC(=O)NC[C@H]1CC[C@H](C(=O)O)CC1)c1ccc(Cl)cc1
    -12%	16%	·
> CCOC(=O)CC1(NC(=O)C2CCC(=O)N(Cc3ccccc3F)C2)CCCCC1 (centres undefined)
    ?	?	0%
> Cn1c(SCc2ccccc2)nnc1C1CCCNC1 (centres undefined)
    3%	0%	2%
> Cc1ccccc1Nc1nn2c(=O)c3ccc(C(=O)NCC(C)c4ccccc4)cc3nc2s1 (centres undefined)
    15µM*	15µM*	8%
> CCS(=O)(=O)c1ccc(O)c(NC(=O)Nc2ccccc2OC)c1
    -2%	-18%	1%
> CC(C)(C)NC(=O)CCSc1nnc(-c2ccco2)o1
    8%	7%	3%
> CCn1nnc(NC(=O)c2ccc([N+](=O)[O-])o2)n1
    ?	?	-3%
> CC(SCc1ccccc1)C(=O)Nc1ccccc1 (centres undefined)
    -11%	10%	3%
> CC(=O)Nc1c(Cl)n(C(C)=O)c2ccccc12
    -114%	10%	5%
> COc1cccc(CC(=O)n2nc(N)c3cc4ccc(OC)cc4nc32)c1
    -10%	-27%	3%
> CCCn1c(SCC(=O)Nc2cccc(NC(C)=O)c2)nnc1C(C)C
    -14%	-16%	4%
> S=C(Nc1ccc(Cl)cc1Cl)N1CCCC1
    1%	13%	-1%
> CCn1cc(CNC(=O)c2cccc([N+](=O)[O-])c2)c(C)n1
    -6%	-9%	0%
> Cc1cc(C)cc(NC(=O)CSc2nnc(CNC(=O)c3ccco3)o2)c1
    -20%	-10%	2%
> CCN1CCCn2c1nc1c2c(=O)n(C)c(=O)n1C
    ?	-28%	0%
> COc1ccc(NC(=O)C(=O)NCCc2ccc(OC)c(OC)c2)c(OC)c1
    ?	?	6%[12.3 µM]
> CCCCN1C(=O)C2NN=C(C(=O)OCC)C2C1=O (centres undefined)
    8%	2%	5%
> C/C(=N\NC(=O)c1nc2ccccn2c1C)c1ccc2c(c1)OCO2
    4%	-4%	0%
> COC(=O)c1sc(NC(=O)CN2CCN(c3cccc(Cl)c3)CC2)c(C(=O)OC)c1C
    29µM*	33µM*	·
> Cc1ccc(-c2cn(-c3ccc(Cl)cc3)c(S(=O)(=O)CC(=O)Nc3ccccc3)n2)cc1
    26µM*	?	15%
> CCN(Cc1ccc(OC)c(COC)c1)CC1CCCN(CCc2cccc(F)c2)C1 (centres undefined)
    ?	?	·
> Cc1ccc(C)c(NC(=O)COC(=O)CSc2ccccc2)c1
    1%	-10%	0%
> CCNc1ncc2nc(-c3cccc(C#N)c3)c(=O)n(Cc3cccc(OC)c3)c2n1
    10%	1%	·
> CC(C)c1ccccc1NC(=O)COC(=O)c1cc(=O)[nH]c(=O)[nH]1
    -5%	-7%	2%
> COc1ccc2[nH]c(C(=O)NCCN3CCOCC3)cc2c1
    3%	3%	0%
> CCOc1ccc(S(=O)(=O)N2CCN(c3ccccc3)CC2)cc1C(N)=O
    3%	-4%	3%
> Cn1c(C(=O)N[C@@H](C(=O)O)c2ccccc2)cc2cc(Cl)ccc21
    -3%	9%	·
> Cc1nc(-c2ccc(F)cc2)sc1CCNC(=O)C(=O)Nc1ccc2c(c1)OCO2
    ?	-29%	-1%
> O=C(O)CN1C(=O)c2cccc(Oc3ccc(Cl)cc3)c2C1=O
    -1%	-9%	-4%
> COc1ccccc1S(=O)(=O)Nc1cc(C)nn1-c1ccc(C)cc1
    10%	-3%	·
> N#Cc1c(SCC(=O)N2CCCCC2)nsc1SCC(=O)N1CCCCC1
    -23%	?	9%
> COCc1cc(C)nc(N/N=C/c2ccc(-c3ccc(Cl)cc3[N+](=O)[O-])o2)c1C#N
    -12%	-6%	10%
> Cc1ccc(NC(=O)c2ccc(COc3ccc4c(c3)CCC4)cc2)c(C)c1
    ?	?	-4%
> CC(C)C[C@@H](CN1CCC[C@H]1CN1C(=O)C(=O)NC[C@@H]1Cc1ccccc1)N1C[C@H](Cc2ccc(O)cc2)N(CC2CCCCCC2)C(=O)C1=O
    23µM*	23µM*	·
> O=C(NCC(c1ccco1)N1CCOCC1)c1ccc(Cl)cc1 (centres undefined)
    -17%	-11%	0%
> O=C(NNC(=O)C1CC1)c1cc2cc3ccccc3nc2s1
    5%	?	0%
> N#Cc1nc(-c2ccco2)oc1NCc1ccc(F)cc1
    -20%	-26%	3%
> O=C(NCCc1ccccc1)C(c1ccccc1F)N(C(=O)c1csnn1)C1CC1 (centres undefined)
    -27%	?	1%
> CCN(CC(=O)NC(C)(C)C)C(=O)CCl
    21µM*	13µM*	1%
> CN(C)C(CNC(=O)c1ccc2nc[nH]c2c1)c1ccccc1 (centres undefined)
    -1%	15%	-5%
> CN(CC(=O)N1CCN(c2ncccn2)CC1)S(=O)(=O)c1ccc(Cl)cc1
    4%	-15%	5%
> CCOc1ccc(CCNC(=O)C2CCCN(c3nn4c(=O)cc(C)nc4s3)C2)cc1OCC (centres undefined)
    -27%	-8%	5%
> CC(=O)N1N=C(c2ccccc2)CC1c1cn(Cc2ccccc2)c2ccccc12 (centres undefined)
    18µM*	?	5%
> Cc1cccc(NC(=O)/C(=C\c2ccc([N+](=O)[O-])o2)NC(=O)c2ccc(Cl)cc2)c1
    ?	?	-1%

Next part (six carried over from the part before).
Sequence of screens – TDP1 cell CPT	TDP1 cell noCPT	TDP1 block
> CCN(CC(=O)NC(C)(C)C)C(=O)CCl
    21µM*	13µM*	1%
> CN(C)C(CNC(=O)c1ccc2nc[nH]c2c1)c1ccccc1 (centres undefined)
    -1%	15%	-5%
> CN(CC(=O)N1CCN(c2ncccn2)CC1)S(=O)(=O)c1ccc(Cl)cc1
    4%	-15%	5%
> CCOc1ccc(CCNC(=O)C2CCCN(c3nn4c(=O)cc(C)nc4s3)C2)cc1OCC (centres undefined)
    -27%	-8%	5%
> CC(=O)N1N=C(c2ccccc2)CC1c1cn(Cc2ccccc2)c2ccccc12 (centres undefined)
    18µM*	?	5%
> Cc1cccc(NC(=O)/C(=C\c2ccc([N+](=O)[O-])o2)NC(=O)c2ccc(Cl)cc2)c1
    ?	?	-1%
> O=C(O)c1ccc(/C=C2\CCCc3c2nc2ccccc2c3C(=O)O)cc1
    -16%	-9%	5%[0.0935 µM]
> CSc1ccccc1C(=O)NCc1ccc(F)cc1
    -19%	-21%	-1%
> CCOC(=O)c1cccc(NC(=O)CCc2nnc3ccc(N4CCCCC4)nn23)c1
    ?	-26%	1%
> CC(C)COc1cccc(-c2cc(C(=O)N/N=C/c3ccncc3)c3ccccc3n2)c1
    9.2µM*	?	7%
> O=C(CN1CCN(S(=O)(=O)c2ccc(Br)cc2)CC1)Nc1ccc(F)cc1F
    4%	?	7%
> CCN(Cc1ccccc1)C(=O)CCS(=O)(=O)c1ccc2c(c1)n(C)c(=O)c(=O)n2C
    -24%	-12%	·
> COCCN(C(=O)CSc1nnc(-c2cccs2)n1N)c1c(N)n(Cc2ccccc2)c(=O)[nH]c1=O
    9%	5%	3%
> Cc1cccc(-n2c(SCc3cc(=O)n4ccsc4n3)nc3ccccc3c2=O)c1
    ?	15µM*	8%
> Cc1cc(C)cc(OCCSc2nc(-c3ccc(C(C)(C)C)cc3)nc3cc(=O)[nH]n23)c1
    ?	?	5%
> C=CCOc1cccc(C(=O)N2CCC(CCC(=O)NC3CC3)CC2)c1
    -11%	-20%	3%
> COc1cc2c(cc1NC(=O)COc1ccc(Br)cc1C)oc1ccccc12
    -5%	-4%	2%
> Cn1cc([N+](=O)[O-])cc1-c1nc2ccccc2n1C
    -3%	5%	·
> Cc1cccc(NC2=C(NC(=O)c3ccccc3)C(=O)c3ccccc3C2=O)c1
    10µM*	12µM*	9%
> O=C(c1cccc(Cl)c1)N1CCN(Cc2ccncc2)CC1
    -11%	-16%	0%
> CCSc1nnc(NC(=O)c2ccccc2)s1
    3%	3%	3%

3 compounds out of the list, arranged by molecular weight, smallest number first.
Sequence of screens – TDP1 cell CPT	TDP1 cell noCPT	TDP1 block
> C=CCOc1cccc(C(=O)N2CCC(CCC(=O)NC3CC3)CC2)c1
    -11%	-20%	3%
> CC(C)COc1cccc(-c2cc(C(=O)N/N=C/c3ccncc3)c3ccccc3n2)c1
    9.2µM*	?	7%
> Cc1cc(C)cc(OCCSc2nc(-c3ccc(C(C)(C)C)cc3)nc3cc(=O)[nH]n23)c1
    ?	?	5%

Remaining list, next part.
Sequence of screens – TDP1 cell CPT	TDP1 cell noCPT	TDP1 block
> CCOC(=O)[C@H]1[C@H]2COc3ccc(OC)cc3[C@@H]2N2C(=O)c3ccc(Cl)cc3NC(=O)[C@@]12C
    ?	?	3%
> O=c1[nH]c2ccc(S(=O)(=O)N3CCCCC3)cc2o1
    0%	-17%	-8%
> O=C(CSc1ccc(C(F)(F)F)cc1[N+](=O)[O-])Nc1ccc2ccccc2c1
    ?	?	5%
> CC12CCC(C(=O)NC3CCCCC3)([C@H](Br)C1=O)C2(C)C (some centres undefined)
    7%	8%	·
> COC(=O)c1ccc(NC(=O)CSC2=NC(=O)C(c3ccccc3)C(=O)N2)cc1 (centres undefined)
    -7%	13%	8%
> Cc1sc(NC(=O)C(C)C)c(C(=O)Nc2ccccc2)c1C
    ?	15µM*	1%
> Cc1ccc(-n2cc(-c3ccccc3)c3c(N4CCCCC4)ncnc32)cc1
    21µM*	23µM*	-3%
> CCN(C(=O)CSc1nc(-c2ccc(C(C)C)cc2)no1)c1cccc(C)c1
    15µM*	?	0%
> O=C(NNC(=O)c1ccc(F)cc1)C(=O)N1CCCCC1
    2%	5%	-4%
> CCn1cc(CN2CCC(n3nccc3NC(=O)c3ccccc3OC)CC2)cn1
    5%	-1%	0%
> CCc1cc(=O)oc2c(C)c(OCC(=O)NCCCn3ccnc3)ccc12
    0%	2%	4%
> CC1CC(C)CN(S(=O)(=O)c2ccc(C(=O)Nc3sccc3C(N)=O)cc2)C1 (centres undefined)
    18µM*	21µM*	7%
> CC(C)C(NC(=O)c1ccc(C(C)(C)C)cc1)C(=O)Nc1ccc(N2CCOCC2)cc1 (centres undefined)
    ?	?	1%[56.1 µM]
> CN(c1ccc(C(=O)NCc2ccncc2)cc1)S(=O)(=O)c1ccc(Cl)cc1
    ?	?	2%

Compound activity: PubChem, National Center for Advancing Translational Sciences (NCATS)

Rows were taken by chance; any-hit rate near 18%.
